Assay outcomes: PubChem, Broad Institute
ERp5 inh: inhibitors of human ERp5; Q15084; ERp5 insulin aggregation, absorbance 650 nm, 90 min; inhibition, % at 9.99 µM; 0.05% of 350,000 active;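 active means mean replicate inhibition above about 25%, with every replicate also reaching it, limit read from the data, passing the limit was not always enough; inconclusive means only one of those two criteria met; inactive means neither criterion met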
Target sequence (Q15084 whole entry, looked up): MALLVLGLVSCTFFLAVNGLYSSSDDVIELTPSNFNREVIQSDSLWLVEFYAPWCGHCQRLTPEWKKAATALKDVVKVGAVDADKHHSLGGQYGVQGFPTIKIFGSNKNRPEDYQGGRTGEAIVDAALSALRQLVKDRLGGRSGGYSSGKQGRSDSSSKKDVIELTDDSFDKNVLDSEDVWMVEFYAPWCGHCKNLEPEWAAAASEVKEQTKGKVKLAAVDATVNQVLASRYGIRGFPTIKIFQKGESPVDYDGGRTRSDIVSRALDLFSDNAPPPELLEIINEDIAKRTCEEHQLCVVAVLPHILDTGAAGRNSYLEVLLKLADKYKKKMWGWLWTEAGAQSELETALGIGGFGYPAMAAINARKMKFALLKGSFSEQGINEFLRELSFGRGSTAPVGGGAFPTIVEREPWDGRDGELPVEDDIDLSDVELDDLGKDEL
C2C12 statin: suppression of simvastatin myotoxicity; C2C12 myotubes + simvastatin, ATP luminescence, 48 h; scaled: DMSO 0, geranylgeraniol control 100; rescue of ATP level, % at 7.49 µM; 0.78% of 330,000 active; AID 602340;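 active means mean ATP rescue above about 67%, or every replicate alone reaching that limit, limit read from the data, passing the limit was not always enough; inconclusive means no clear call, values can overlap the other calls; inactive means mean under the limit and some replicate under it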;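 further: myotubes were challenged with 10 µM simvastatin during compound exposure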
SIRT5 inh: blocks human SIRT5 desuccinylation of peptide; Q9NXA8; Purified SirT5, succinyl-peptide AMC, trypsin-coupled fluorescence; inhibition, % at 15 µM; 1.1% of 330,000 active; in the data active means inhibition above about 15%; inconclusive means no clear call, values can overlap the other calls
Target sequence (Q9NXA8 whole entry, looked up): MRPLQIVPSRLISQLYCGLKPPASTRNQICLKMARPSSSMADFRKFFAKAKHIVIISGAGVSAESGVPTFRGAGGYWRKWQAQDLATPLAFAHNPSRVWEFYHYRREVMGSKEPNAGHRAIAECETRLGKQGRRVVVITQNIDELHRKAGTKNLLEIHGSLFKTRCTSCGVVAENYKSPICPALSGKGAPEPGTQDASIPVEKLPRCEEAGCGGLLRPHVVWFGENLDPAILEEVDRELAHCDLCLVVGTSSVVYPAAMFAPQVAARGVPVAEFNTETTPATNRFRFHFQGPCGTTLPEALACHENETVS
E-sel inducer: E-selectin induction on HUVECs | activation, % at 7.58 µM | HUVEC E-selectin immunofluorescence imaging; normalized: neutral wells 0, TNF-alpha wells 100 | 0.37% of 260,000 active | P16581 | AID 686992;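 active means mean E-selectin-positive cell signal at least 10% of the positive control, reached in at least 60% of replicates, without over 20% cell loss; inconclusive means no rule given, readout overlaps actives, possibly toxicity-flagged; inactive means the rest, including those meeting only one limit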;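 further: in these data hits start at about 27%; measured in HUVEC primary endothelial cells; signal is the percent of cells scored E-selectin positive by PE staining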
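material = human umbilical vein endothelial cells (HUVEC), E-selectin induction | quantity = 3,000 cells/well | medium = EGM-2 growth medium on 0.1% gelatin-coated wells | technique = immunofluorescence imaging | read-out basis = % PE-positive cells | control set = TNF-alpha positive control, DMSO neutral control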
PglD inh: inhibitors of Campylobacter jejuni PglD acetyltransferase | purified PglD enzyme, DTNB colorimetric CoA detection | inhibition, % at 12.5 µM | 0.098% of 360,000 active | AID 602405; in the data active means inhibition above about 16%, passing the limit was not always enough; inconclusive means no clear call, values can overlap the other calls; further: strong numbers were not always called active
S100A4 MyoIIA: inhibitors of human S100A4 binding to myosin IIA peptide; AID 652163; S100A4/TAMRA-MyoIIA peptide fluorescence polarization; inhibition, % at 10.7 µM; 0.14% of 360,000 active;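 active means mean inhibition of at least 70% across replicates, with every replicate also reaching that level; inconclusive means mean inhibition reaches 70% but some replicates fall short; inactive means mean inhibition below 70%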
Target sequence (P26447 whole entry, looked up): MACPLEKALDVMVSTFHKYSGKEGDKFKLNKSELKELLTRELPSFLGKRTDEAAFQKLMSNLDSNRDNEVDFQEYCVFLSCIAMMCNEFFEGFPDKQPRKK
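incubation = readout 5 min after mixing, signal stable up to 60 min | system = S100A4 monomer protein | buffer or medium = HEPES pH 7.2 with CaCl2, KCl, NaCl, DTT, Triton | benchmarks = neutral control DMSO, positive control TFP | also added = fluorescent myosin IIA peptide, 5 nM | compound dosing = one concentration per compound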
DENV2 CPE: DENV2-induced cell death inhibition; AID 651640; CPE inhibition, % at 9.99 µM; 1.7% of 350,000 active; DENV2-infected cells, cytopathic effect rescue, plate reader; in the data active means CPE inhibition above about 20%, passing the limit was not always enough; inconclusive means no clear call, values can overlap the other calls; tested in BHK-21 cells;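 further: 0% = median of neutral control wells and 100% = median of positive control wells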
Active calls of the source: *; u = inconclusive; x = not tested or not shown; & = joins results of further samples.

Compound | C2C12 statin | PglD inh | S100A4 MyoIIA | ERp5 inh | E-sel inducer | DENV2 CPE | SIRT5 inh
CCOC(=O)c1ccc(N[C@@H]2CCN3C(=O)c4ccccc4[C@@H]3C[C@H]2O)cc1 | 8 | -2 | -1 | -2 | -0.3 | -2 | -1
CCCn1c(SCC(=O)NC2CCC(C)CC2)n[nH]c1=O (centres undefined) | 4 | 0 | -3 | -2 | 0.0 | 6 | 0
COC(=O)CCNC(=O)c1ccc2nc(Cc3ccc(OC)c(OC)c3)oc2c1 | 11 | 5 | -6 | -1 | 0.2 | -2 | 14
Cc1nn(-c2ccccc2)c2c1cc1c(=O)n(C)c(=O)nc-1n2-c1ccccc1F | x | -5 | 0 | 1 | x | 1 | -35
CCCNC(=O)C1(C)CCCN(Cc2noc(-c3c(C)noc3C)n2)C1 (centres undefined) | -4 | -1 | -2 | -2 | 0.0 | 11 | 1
C[C@@H]1CN([C@@H](C)CO)C(=O)c2cc(C#CC3CC3)cnc2O[C@H]1CN(C)C(=O)Nc1ccc(F)cc1 | 8 | 1 | -18 | -2 | -0.1 | 2 | -6
CC(C)NC(=O)Nc1ccc2c(c1)C(=O)N([C@H](C)CO)C[C@H](C)[C@@H](CN(C)Cc1ccc(C(F)(F)F)cc1)OCCCC[C@@H](C)O2 | -7 | 1&0 | 2&-31 | 1&-1 | 0.0 | 4&3 | 2&0
CC(=O)N1CC2(C1)[C@H](c1ccccc1)[C@@H](CO)N2C(=O)Cc1ccccc1 | x | x | 11 | -5 | 0.3 | 5 | 5
C[C@@H]1CN([C@@H](C)CO)C(=O)c2cc(NS(=O)(=O)c3ccc(F)cc3)ccc2O[C@@H](C)CCCCO[C@@H]1CN(C)C(=O)Nc1ccc(C(F)(F)F)cc1 | x | x | -60 | 8 | x | -12 | x
CCOc1ccc(N(C(=O)CNC(=O)c2ccco2)C(C(=O)NC2CCCC2)c2cccnc2)cc1 (centres undefined) | 0 | -8 | 2 | 1 | 15 | 6 | 1
COC(=O)c1ccc(S(=O)(=O)N(Cc2ccccc2)Cc2ccccc2)n1C | -2 | x | 1 | -7 | 1.7 | 3 | -2
CC(/C=C/c1ccccc1F)=N\NC(=O)c1ccccc1 | x | x | -4 | 2 | x | -1 | 0
C[C@@H]1CN(c2ccc(N3CCN(C(=O)OC(C)(C)C)C[C@H]3C)cc2C#N)C[C@H](C)O1 | x | x | -8 | 6 | 0.0 | -5 | 2
CN(CC(=O)Nc1ccccc1Cl)C(=O)C1CCN(S(=O)(=O)c2ccc3c(c2)OCCO3)CC1 | -4 | x | 1 | 3 | -0.2 | 5 | 1
C=CCOc1ccc(/C=C(\C#N)C(=O)Nc2ccccn2)cc1OC | 7 | 0 | -1 | 1 | x | 3 | -3
CCCCC(c1nc2ccccc2[nH]1)n1c(-c2ccccc2)nc2ccccc21 (centres undefined) | -20 | -1 | -6 | 2 | 0.0 | 3 | 0
C[C@@H]1CCCCO[C@H](CN(C)C(=O)Nc2ccc3c(c2)OCO3)[C@H](C)CN([C@@H](C)CO)C(=O)c2cc(NS(=O)(=O)c3ccc(Cl)cc3)ccc2O1 | 15 | -2&1 | -6&-3 | -1&2 | -0.5 | u | 4&1
CN(Cc1ccccc1C(F)(F)F)C(=O)C1CCC(=O)N(CC2CCCCC2)C1 (centres undefined) | -3 | 1 | -5 | -17 | x | -22 | -2
O=C1NC[C@H](CCCCN2CCN(CCc3ccc(O)cc3)C(=O)C2=O)N(CCc2ccc(O)cc2)C1=O | x | x | -2 | -2 | -0.5 | 6 | x
O=C(c1cccc(F)c1)N1CC[C@@H]2[C@H]1c1cc(-c3ccc(F)cc3)ccc1N[C@@H]2CO | -9 | 1 | -3 | 2 | 0.2 | -3 | -1
C[C@@H]1CCCCO[C@H](CN(C)C(=O)CCCN(C)C)[C@@H](C)CN([C@H](C)CO)C(=O)c2cc(NC(=O)C3CCCCC3)ccc2O1 | x | 4 | -5 | -5 | -0.1 | 9 | -3
Cc1ccc(NC(=O)CNc2cccc(Br)c2)cc1S(=O)(=O)N1CCOCC1 | -2 | 3 | -2 | 3 | x | 1 | -3
O=C(Nc1ccccc1)c1ccccc1NC(=O)C(F)(F)F | -5 | -4 | -5 | -1 | x | 10 | 0
COc1cc(/C=N/NC(=O)c2c(-c3ccccc3)noc2C)cc(OC)c1OC | x | x | 6 | -1 | x | x | -3
CCNC(=O)NC(=O)C(C)N1C(=O)NC(c2ccccc2)(c2ccccc2)C1=O (centres undefined) | -4 | 1 | -1 | 0 | -0.1 | 8 | -5
CC(=O)C1=CCC(c2ccc(Cl)cc2)N(S(=O)(=O)c2ccccc2)C1 (centres undefined) | 6 | -1 | 3 | 6 | -0.1 | 3 | -1
COc1cccc(S(=O)(=O)N2CCCCN3[C@H](C2)[C@H](c2ccc(C#CC4CC4)cc2)[C@@H]3CO)c1 | 31 | 1 | x | 4 | -0.6 | x | x
Cn1c(=O)[nH]c(=O)c2c1nc(NC1CCCC1)n2Cc1ccccc1 | 25 | -3 | -12 | 4 | x | -2 | 1
C[C@H](CO)N1C[C@H](C)[C@H](CN(C)S(=O)(=O)c2ccc(F)cc2)Oc2ccc(NC(=O)CCC(F)(F)F)cc2CC1=O | -18 | 0 | 24 | -2 | 0.7 | 10 | 4
CCCNC(=S)NC1CC2CCCC(C1)N2CC(C)C (centres undefined) | -8 | 7 | 0 | -1 | x | -2 | 1
O=C(c1cnccn1)N1CC[C@@H]2[C@H]1c1cc(-c3ccccc3F)ccc1N[C@@H]2CO | -9 | -5 | -6 | -2 | 0.2 | u | 0
C[C@H]1CN([C@@H](C)CO)C(=O)Cc2cc(NS(=O)(=O)c3ccc(F)cc3)ccc2O[C@H]1CN(C)S(=O)(=O)c1ccc(F)cc1 | -17 | 0 | 9 | 0 | 1.0 | 2 | 5
C/C=C/c1ccc([C@@H]2[C@H]3CN(C(=O)c4ccc(F)cc4)CC(=O)N3[C@H]2CO)cc1 | x | x | 11 | 4 | -0.2 | -1 | 8
C/C=C/c1ccccc1[C@@H]1[C@@H](C#N)N(C(C)=O)[C@@H]1CO | x | x | -5 | -3 | -0.1 | 4 | -4
COc1cc2c(cc1OC)C(Cc1ccccc1[N+](=O)[O-])=NCC2 | x | x | 1 | 7 | x | 5 | -1
CC(C)Cn1c(=O)c2ccccc2n2c(CCC(=O)NCC3CCCO3)nnc12 (centres undefined) | -3 | 3 | -4 | -2 | x | 7 | -7
CN(Cc1nccs1)C(=O)CC1C(=O)NCCN1Cc1ccc(-c2ccccc2)cc1 (centres undefined) | -5 | 0 | 3 | 1 | -0.1 | 4 | 2
COc1cc(C(=O)Nc2cccc(S(=O)(=O)N3CCCC3)c2)c([N+](=O)[O-])cc1OC | -7 | 2 | -1 | 2 | 0.1 | u | 0
COc1ccc(-c2nc3ccc(C(=O)NCCCN4CCOCC4)cc3nc2-c2ccc(OC)cc2)cc1 | 23 | -7 | -17 | 7 | x | 1 | -8
COc1ccc2c3c(n(C)c2c1)[C@@H](CO)N(C(=O)CN(C)C)CC31CCN(S(C)(=O)=O)CC1 | x | x | 15 | 5 | -0.2 | 4 | -2
Cn1cnc(S(=O)(=O)N[C@@H]2C=C[C@H](CC(=O)NCC3CC3)O[C@@H]2CO)c1 | 3 | -2 | -4 | 5 | 0.2 | 6 | 3
O=C(COc1ccccc1)NS(=O)(=O)c1ccccc1 | 46 | -6 | 11 | 5 | 0.1 | 10 | 2
CC(C)(C)n1cc(S(=O)(=O)c2ccccc2)[nH]c1=O | -7 | 1 | -2 | -1 | x | 7 | -1
O=C(N/N=C/c1cccc(Cl)c1)c1c(O)c2c([nH]c1=O)CCCC2 | -77 | x | 1 | -2 | 0.3 | 16 | 0
C[C@H](NC(=O)c1nc[nH]c1C(=O)NCCCCCN)C(=O)OC(C)(C)C | 12 | -2 | -5 | -2 | x | -8 | x
CCOC(=O)C1=C(COC(=O)Cc2c(F)cccc2Cl)NC(=O)NC1C (centres undefined) | 9 | 3 | 5 | -6 | 0.4 | -9 | -1
COc1ccc2cc(C(=O)CS(=O)(=O)c3ccc(Cl)cc3)c(=O)oc2c1 | x | x | 11 | u | -0.3 | -1 | -3
CC1=C(C(=O)N2CCCCCC2)CC(CC(=O)NC2CCCC2)C(=O)N1CCC1=CCCCC1 (centres undefined) | x | x | -1 | 1 | -0.1 | 1 | x
Cc1ccccc1NC(=O)C(C)OC(=O)CCC(=O)c1ccccc1 (centres undefined) | -4 | -1 | -2 | -7 | -0.1 | 10 | x
CCOc1ccc(S(=O)(=O)N2CN(c3cccc(C(C)=O)c3)c3nc4ccccc4nc32)cc1 | x | x | 0 | 0 | 0.1 | 9 | x
N#Cc1c(N)c(C(=O)c2ccccc2)n2c1CCCC2 | 0 | 4 | -2 | -6 | x | -9 | 0
CCOc1ccc(OCC)c(NC(=O)CN2CCN(CC(=O)NC(C)C)CC2)c1 | 28 | -3 | 10 | -2 | x | 2 | 0
O=C(NCCc1ccccc1C(F)(F)F)C1CCC(=O)N(CCCN2CCCC2=O)C1 (centres undefined) | -2 | -1 | -3 | 3 | -0.1 | u | -2
O=C(CSc1nc(=O)[nH]c2c1CCCC2)Nc1ccc(F)cc1F | 5 | -5 | -3 | 0 | x | 41* | -2
O=C(CCC1CCCC1)Nc1cc(C(F)(F)F)ccc1N1CCOCC1 | -10 | -4 | 1 | 3 | 0.1 | -9 | 0
COC(=O)c1c(C(=O)OC)c(-c2cccc(C)c2)n2c1CS(=O)C2 (centres undefined) | x | x | -3 | 1 | -0.4 | -10 | -3
CCCc1nn2c(=O)cc(CSCC(=O)Nc3nnc(C(C)C)s3)nc2s1 | -2 | x | 0 | -16 | x | u | -2
Cc1ccc(C)c(N2CC(O)(c3cccs3)[N+]3=C2CCCC3)c1 (centres undefined) | x | x | -3 | 14 | x | 5 | -3
CCCCC(=O)NNC(=S)NC(=O)c1ccc(C)cc1 | x | x | -3 | 5 | x | 0 | 3
COCc1cc(CNC(=O)C2CCC(=O)N(Cc3ccccc3OC)C2)[nH]n1 (centres undefined) | 2 | -2 | -1 | 1 | -0.1 | 6 | -5

Later entries
Compound | C2C12 statin | PglD inh | S100A4 MyoIIA | ERp5 inh | E-sel inducer | DENV2 CPE | SIRT5 inh
C[C@H](O)C#Cc1cnc2c(c1)C(=O)N([C@H](C)CO)C[C@H](C)[C@@H](CN(C)C(=O)Nc1ccc(C(F)(F)F)cc1)O2 | 3 | 1 | -33 | 2 | 2.0 | -6 | -2
COc1ccccc1-c1ccc2n(c1=O)C[C@@H]1[C@@H](CO)[C@H](C(=O)NCc3ccccc3Cl)N[C@H]21 | 25 | -2 | -4 | -7 | -0.2 | 1 | -10
O=C(NCCn1cccn1)C1CCC(=O)N(CCc2ccc(Cl)cc2)C1 (centres undefined) | 1 | -1 | 1 | -8 | x | 4 | -11
CC(=O)N1CCN(C(=O)c2cccc(S(=O)(=O)NCc3ccccc3)c2)CC1 | -7 | x | 0 | -2 | -0.9 | 14 | -5

Not all compounds are listed; the hit share may differ from the screen's.
